Compound activity (PubChem BioAssay)
RXFP1 ag = RXFP1 (human) receptor agonism; 0.3% of 370,000 active; Q9HBX9; Potency, µM (doses to about 57.5 µM), for the others: top-dose activation, usual class: activators; AID 2676; HEK293T-RXFP1 cAMP TR-FRET, 30 min; response scale: percent of porcine relaxin response, buffer zero; also: potency is read from the fitted curve at half-maximal effect; % is scaled to controls: 0 for no effect and ±100 for the full control effect; nearly all actives have a fitted effect of over 60% in size; many of its hits are not listed in these tables
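Agonist response is measured as cAMP accumulation in an RXFP1-transfected HEK293T line under PDE4 inhibition. Values are scaled between buffer-only and 29 nM porcine relaxin, and EC50s come from standard Hill equation fits.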
D1 ag = agonists of human D1 dopamine receptor; P21728; HEK293 T-REx D1 cells, calcium flux, agonist mode; activation, % at 2 µM; 1% of 360,000 active; in the data active = activation above about 30%; also: 0% is about no effect
Target sequence (P21728 whole entry, looked up): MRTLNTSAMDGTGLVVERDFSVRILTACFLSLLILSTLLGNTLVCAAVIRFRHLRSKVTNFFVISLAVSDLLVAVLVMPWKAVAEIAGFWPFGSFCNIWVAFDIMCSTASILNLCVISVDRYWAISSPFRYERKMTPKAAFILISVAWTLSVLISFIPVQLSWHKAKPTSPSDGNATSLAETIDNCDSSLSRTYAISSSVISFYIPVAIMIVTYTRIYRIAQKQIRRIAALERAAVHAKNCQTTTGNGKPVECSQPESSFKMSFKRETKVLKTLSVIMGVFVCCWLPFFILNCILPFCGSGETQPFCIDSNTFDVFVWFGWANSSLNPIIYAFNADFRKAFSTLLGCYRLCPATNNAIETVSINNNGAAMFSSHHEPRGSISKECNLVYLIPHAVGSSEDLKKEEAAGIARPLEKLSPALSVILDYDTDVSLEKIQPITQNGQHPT
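Inducible HEK293 T-REx D1 cells, force-coupled to calcium signalling, were plated at 4000 cells/well with tetracycline and held overnight at 30 C. After no-wash calcium dye loading, compound-evoked calcium rise over 180 s flagged agonists.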
D2 potentiator = D2 dopamine receptor (human) potentiation. 0.34% of 340,000 active. P14416. HEK293 T-REx D2, calcium flux, EC20 dopamine potentiation. potentiation, % at 10 µM;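 active = potentiation over 3 SD above the plate norm, cut at about 30% in these data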; also: 0% is about no effect
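Potentiation of an EC20 dopamine calcium response measured kinetically over 180 s, after a preceding 180 s compound-only read flagging agonists. Cells: inducible Hek293 Trex D2 line, 4000/well, cultured overnight at 30 C before dye loading.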
LDHA inh = LDHA (human) enzyme inhibition; P00338; purified LDHA, NADH/diaphorase-resazurin fluorescence; active compounds read low; activity change, % (values are at about 110 or 230 µM); 0.15% of 480,000 active; AID 1347041; in the data active = activity change below about -30%; inconclusive = mostly about -25% to -30%;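 also: plate controls were DMSO wells for no effect and wells without enzyme for full effect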
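Human LDH5 (2 nM) was incubated with 0.06 mM NADH and 0.2 mM pyruvate for 5 min at room temperature in Tris pH 7.4. Remaining NADH was coupled through diaphorase/resazurin, and resorufin fluorescence was read at 0 and 20 min.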
D1 PAM = potentiators of human D1 dopamine receptor; HEK293 TREx D1 cells, calcium flux, dopamine EC20 potentiation; potentiation, % at 10 µM; 0.036% of 360,000 active; AID 504651; in the data active = potentiation above about 30%; also: 0% is about no effect
D1 antag = human D1 dopamine receptor antagonism | P21728 | HEK293 TREx D1 cells, calcium flux, dopamine EC80; active compounds read low | activity change, negative = inhibition, % at 10 µM | AID 504652 | 3.2% of 360,000 active; in the data active = activity change below about -30%; also: % is scaled to controls: 0 for no effect and ±100 for the full control effect
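Inducible Hek293 Trex D1 cells (tetracycline, overnight, 30 C). Calcium dye 30–90 min RT. Antagonist mode: EC80 dopamine added after 180 s compound read.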
Vif-A3F inh = blocks the Vif interaction with APOBEC3F | HeLa A3F-eYFP + Vif (tagged APOBEC3F with the HIV-1 protein that degrades it), YFP fluorescence increase | Potency, µM (titrated, usually from 46.1 µM), for the others: top-dose activity, negative = active | 0.2% of 390,000 active | AID 602313; also: potency is read from the fitted curve at half-maximal effect; % of control where 0% means no effect; nearly all actives have a fitted effect of over 65% in size
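HeLa cells stably expressing Vif plus C-terminally eYFP-tagged A3F were seeded, incubated overnight at 37 deg C, dosed with compound, incubated overnight again at 37 deg C. Yellow fluorescence (Ex 488/Em 500-530) reported blocked Vif-mediated A3F-eYFP degradation.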
Glioma ERSR ind = ER stress response induction in glioma; U87-MG GRP78 promoter luciferase reporter, 16 h; Potency, µM, inactives show at the top dose activation, actives largely listed as activators; 0.02% of 420,000 active; also: potency is read from the fitted curve at half-maximal effect; series mostly up to about 76 µM; % of control where 0% means no effect; nearly all actives have a fitted effect of over 35% in size
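Stably transfected U87-MG human glioma cells carrying a GRP78-based luminescent sensor were seeded at 1000 cells/well, pin-dosed with compounds and incubated 16 h. Luciferase reagent was then added, and end-point luminescence was read after 10 min at room temperature.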
Vif-A3G inh = blocks the Vif interaction with human APOBEC3G. Potency, µM (highest dose often 46.1 µM), for inactives: at the highest dose activity, negative = active, hits mostly inhibitors. AID 602310. 0.076% of 410,000 active. HeLa A3G-eYFP + Vif (tagged APOBEC3G with the HIV-1 protein that degrades it), YFP fluorescence, overnight;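 also: potency is read from the fitted curve at half-maximal effect; % is scaled to controls: 0 for no effect and ±100 for the full control effect; nearly all actives have a fitted effect of over 60% in size; hits raise eYFP signal because A3G escapes Vif-driven loss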
Target sequence (Q9HC16 whole entry, looked up): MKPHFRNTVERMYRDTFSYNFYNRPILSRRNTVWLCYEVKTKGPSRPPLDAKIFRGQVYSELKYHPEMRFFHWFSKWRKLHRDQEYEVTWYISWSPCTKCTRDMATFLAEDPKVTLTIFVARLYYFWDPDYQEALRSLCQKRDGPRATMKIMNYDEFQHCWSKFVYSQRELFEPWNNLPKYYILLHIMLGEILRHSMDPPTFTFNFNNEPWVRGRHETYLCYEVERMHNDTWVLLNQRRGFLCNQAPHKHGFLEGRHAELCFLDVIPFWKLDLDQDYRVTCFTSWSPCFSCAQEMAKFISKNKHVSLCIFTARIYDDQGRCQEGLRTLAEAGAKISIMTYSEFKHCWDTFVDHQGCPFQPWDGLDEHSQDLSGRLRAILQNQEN
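Read-out is eYFP fluorescence (Ex 488/Em 500-530) from Vif-expressing HeLa A3G-eYFP cells; more signal means A3G escaped Vif-mediated degradation. Cells plated overnight, compound pinned in, incubated overnight at 37 deg C.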
* = called active by the depositor; ? = inconclusive; nt = not tested or not shown; & = joins results of further samples. Unless noted, calls follow the shape of the dose curve; as a rule, active = well fitted curve in the direction sought with a large enough effect; inconclusive = small, poorly fitted or top-dose-only effect, or another doubt; inactive = no such curve, though single readings can be large; an effect the other way counts as inactive or inconclusive.

Each structure is followed by: D1 antag, Glioma ERSR ind, D1 ag, Vif-A3F inh, LDHA inh, Vif-A3G inh, RXFP1 ag, D2 potentiator, D1 PAM
> CC(=O)NS(=O)(=O)c1ccc(NS(=O)(=O)c2ccc(F)cc2)cc1
    12, -6%, 0, 0%, -4, 1%, 1.4%, nt, -2
> COc1ccc(NC(=O)c2ccc(S(=O)(=O)N(C)c3ccccc3)cc2)cn1
    -12, 0%, 16, 7%, -4, 2%, -3.7%, -22, -1
> Cc1nnc(NC(=O)CSc2ccc(-c3ccco3)nn2)s1
    5, 0%, -3, -6%, -1, 4%, 19%, nt, 2
> c1ccc(-c2cc3nccc(-c4ccccn4)n3n2)cc1
    7, -3%, 4, 2%, 2, -4%, -0.4%, 10, -3
> CCN1C(c2ccc(F)cc2)=CS/C1=C(/C#N)c1nnc2n1-c1ccccc1SC2
    nt, -3%, nt, -3%, -14, -5%, nt, nt, nt
> O=C1CCC(=O)N1Cc1c(Cl)cccc1Cl
    -4, -1%, 2, 0%, -11, 0%, 0.4%, -10, 9
> CCN(Cc1cc(=O)[nH]c2ccccc12)C(=O)C(C)C
    5, 0%, 3, 0%, 6&-14, -1%, 1.1%, -3, -1
> CCCCOc1ccc(Cc2c(COCC)[nH]c(=S)[nH]c2=O)cc1
    -5, -2%, 1, 9%, -1, -8%, 2.3%, -11, -3
> CC1=CC(=C(C#N)C#N)C=C(C)N1Cc1ccccc1
    -17, -3%, 1, -12%, -2, 1%, 1.8%, -19, -4
> O=S(=O)(NCCCCNS(=O)(=O)c1ccc(F)cc1)c1ccc(F)cc1
    nt, -4%, nt, 2%, -3, 0%, nt, nt, nt

Each structure is followed by: D1 antag, Glioma ERSR ind, D1 ag, Vif-A3F inh, LDHA inh, Vif-A3G inh, RXFP1 ag, D2 potentiator, D1 PAM
> CCOc1ccc(/C=C2\SC(=S)N(CCCC(=O)NCCCN3CCOCC3)C2=O)cc1
    5, -15%, 7, 6%, -3, 9%, 1.3%, 12, -2
> CCOc1cc(C(N)=O)cc(Br)c1OCC
    -2, -8%, 1, 1%, -3, 0%, -1.5%, -7, 5
> COC(=O)C1CCN(C(=O)CN2C(=O)NC(CC(C)C)C2=O)CC1 (configuration not stated)
    nt, -1%, nt, 0%, -14, 0%, nt, nt, nt
> COc1ccc([N+](=O)[O-])cc1N(CC(=O)NC1CCCC1)S(C)(=O)=O
    -13, 12%, 0, 12%, -3, 1%, 2.4%, 2, -1
> O=C(N/N=C\c1ccncc1)c1ccc(Br)s1
    -20, -7%, 2, -3%, 0, -8%, 2.5%, 20, -2
> Cc1nc2ccccc2c(=O)n1NC(=O)c1c(O)c2ccccc2n(C)c1=O
    8, nt, 2, nt, nt, nt, 16%, 1, -4
> CCOc1ccc(S(=O)(=O)NCc2cccnc2)cc1NC(=O)c1ccccc1
    nt, 2%, nt, -11%, -5, -5%, nt, nt, nt
> Cc1ccc(OCC(=O)NCc2cccs2)cc1
    1, -4%, -3, 0%, 0, 1%, -0.9%, -11, -1
> CCOC(=O)C1=C(COC(=O)CNS(=O)(=O)c2ccc(C)cc2)NC(=O)NC1C (configuration not stated)
    1, -3%, 2, 3%, -3, 0%, 3.5%, 6, -2
> Cc1ccc(C)c(NC(=O)CSc2sc3c(O)cc(=O)[nH]c3c2C#N)c1
    -7, -6%, 1, -4%, 7, 1%, -0.1%, nt, -7

Each structure is followed by: D1 antag, Glioma ERSR ind, D1 ag, Vif-A3F inh, LDHA inh, Vif-A3G inh, RXFP1 ag, D2 potentiator, D1 PAM
> COc1ccc(Cl)cc1N1CC(c2nc3ccccc3[nH]2)CC1=O (configuration not stated)
    5, -3%, 1, 4%, -4, 0%, 0.4%, -14, 2
> CN1CCC(=NNC(=O)C(=O)Nc2ccc(F)cc2)CC1
    -1, 4%, 1, 11%, -1, 2%, 1.5%, 3, -8
> O=C(NCCn1c(C(F)(F)F)nc2cc(C(F)(F)F)ccc21)[C@H]1CCCN1c1nc(CN2CCCCC2)cs1
    17, -5%, 28, 5%, -11, 2%, 3.6%, -1, -6
> CN1CCCN(C(=O)/C=C/c2ccc(Cl)cc2Cl)CC1
    5, 3%, 5, 0%, -1, -4%, -0.9%, 0, -2
> Cc1cc(NC(=O)C(C)C)ncc1NC(=O)c1cccc(F)c1
    10, 1%, 2, 2%, -2, 0%, 0.3%, 6, 2
> COc1ccc(CNC(=O)CCC2N=C3c4ccccc4N=C(SCc4ccc(F)cc4)N3C2=O)cc1 (configuration not stated)
    8, 0%, 2, 4%, 0, -3%, 1.9%, 7, 0
> COc1ccccc1NC(=O)C(=O)NCc1ccncc1
    -21, -1%, 1, -4%, -3, -3%, 0.6%, 2, -12
> CC(C)c1nc2ccc(Br)cn2c1NC1CCCC1
    -5, -6%, 5, 1%, -1, -3%, 0.7%, 0, 3
> COc1cc(C(=O)NCCC(=O)NCCN2CCOCC2)cc(OC)c1OC
    -5, 0%, 5, -5%, -4, 1%, 1.5%, -5, 5
> CC(NC(=O)CN1C(=O)NC2(CCCCCC2)C1=O)c1ccccc1Cl (configuration not stated)
    5, -6%, 1, -1%, -4, -1%, 3.6%, -11, -5

Each structure is followed by: D1 antag, Glioma ERSR ind, D1 ag, Vif-A3F inh, LDHA inh, Vif-A3G inh, RXFP1 ag, D2 potentiator, D1 PAM
> CCOc1ccc(NC(=O)CNS(=O)(=O)c2c(C)cc(C)cc2C)cc1
    10, -5%, 3, 9%, -3, 0%, 3.4%, 2, 4
> Cc1ccc(NC2CCCN(C(=O)c3ccc(C)c(N4CCNC4=O)c3)C2)cc1C (configuration not stated)
    8, -1%, 3, -17%, 2, -1%, 0.5%, -7, 2
> COc1cccc(C(=O)Nc2ccc(-c3nnc(-c4ccco4)o3)cc2)c1
    nt, -1%, nt, 2%, 3, 0%, -0.4%, nt, nt
> CCOC(=O)c1cnc(SCCN2CCOCC2)nc1N
    4, 1%, 2, -2%, -7, -4%, -0.8%, 4, -1
> CCCCCOc1ccc(NC(=O)Cn2c(-c3nonc3N)nc3ccccc32)cc1
    -6, -2%, 5, -12%, 1, -3%, -0.3%, -2, 1
> Cc1cccc(-n2c(N)cc(=O)nc2SCC(=O)Nc2ccc(F)cc2)c1C
    -3, 2%, 0, -1%, -3, -2%, 1.1%, 14, -3
> O=C(NCCCN1CCCC1=O)c1ccc2c(=O)n(-c3ccccc3F)c(=S)[nH]c2c1
    1, -2%, 1, 3%, 0, 0%, -2.3%, nt, 7
> COCCNC(=O)CN1C(=O)COc2ccc(S(=O)(=O)N3CC(C)CC(C)C3)cc21 (configuration not stated)
    17, -5%, 3, 2%, -6, 0%, 1.5%, 5, -6
> Cc1ccc(S(=O)C(c2ccccc2)c2ccccc2)cc1 (configuration not stated)
    nt, -1%, nt, -7%, -6, 4%, nt, nt, nt
> O=C(Nc1cc(S(=O)(=O)N2CCCCC2)ccc1O)c1ccccc1NS(=O)(=O)c1ccc(F)cc1
    -25, -4%&-5%, 5, -3%&-3%, 2&-1, 2%&-8%, -1.4%, 11, -8

Each structure is followed by: D1 antag, Glioma ERSR ind, D1 ag, Vif-A3F inh, LDHA inh, Vif-A3G inh, RXFP1 ag, D2 potentiator, D1 PAM
> COc1ccc(F)cc1S(=O)(=O)NCc1ccccc1
    6, -2%, 4, 1%, -4, -1%, 2.8%, 1, -4
> CCN(Cc1cccs1)C(=O)c1cccc(S(=O)(=O)N2CCN(C)CC2)c1
    6, -5%, 0, 4%, -14, -1%, 0.0%, nt, -3
> COc1cc(C(=O)c2ccccc2C(=O)O)c(OC)c2c1CCCC2
    nt, 1%, nt, 10%, -10, -4%, nt, nt, nt
> COc1ccc(-c2nnc(Nc3ccc(OCC(N)=O)cc3)c3ccccc23)cc1
    -24, -4%, 4, 8%, -1, -17%, -0.1%, 1, -2
> CN(C)c1ccc2c(c1)C(=NO)c1ccccc1-2
    nt, 0%, nt, ?, 4, 4%, nt, nt, nt
> CCN1CCN(C(=O)C2CCN(S(=O)(=O)c3ccc(Br)cc3)CC2)CC1
    -17, -4%, 4, -5%, -2, 1%, -3.6%, -7, -1
> Cc1cc(Cl)n2nc(C)c(-c3ccc(Cl)cc3)c2n1
    -22, 0%, 0, 3%, 0, -21%, 2.0%, -1, -6
> C/C(=N\NC(=O)c1ccoc1C)c1cccnc1
    15, 2%, 1, -3%, -2, -2%, 0.3%, 11, -2
> Cc1ccc(C(=O)CSc2n[nH]c(-c3ccco3)n2)cc1C
    -18, -1%, 3, 2%, 7, 1%, 0.8%, 12, -6
> C=C1CC2C(CCC3(C)C2CCC3(O)C(C)=O)C2(C)CCC(=O)C=C12 (configuration not stated)
    -51*, -2%, 4, -5%, -4, ?, -0.4%, 15, -2

Each structure is followed by: D1 antag, Glioma ERSR ind, D1 ag, Vif-A3F inh, LDHA inh, Vif-A3G inh, RXFP1 ag, D2 potentiator, D1 PAM
> Cc1ccc2nc3c(cc(C(=O)NC4CCCC4)c(=N)n3C3CCCCC3)c(=O)n2c1
    11, -2%, 0, -26%, -5, -7%, 0.0%, -1, 1
> CN(CCO)c1ncnc2nc[nH]c12
    -10, -5%, 0, -7%, -2, 2%, -0.6%, 5, -2
> COc1ccc(Br)cc1C1=CC(=O)C[C@H](c2ccc(F)cc2)C1
    nt, 0%, nt, -13%, -4, -13%, nt, nt, nt
> CC1CCC(NC(=O)c2cccc(S(=O)(=O)N3CCN(C)CC3)c2)CC1 (configuration not stated)
    -10, 1%, 1, 5%, -1, 2%, 0.4%, 14, -3
> CCOC(=O)c1cc(-c2ccc(OC)cc2)n(CCC(=O)Nc2nc3ccc(OCC)cc3s2)c1C
    1, -2%, 2, -2%, -5, -5%, -1.9%, -5, -2
> CC[C@@]1(C(=O)OC)N[C@H](CN(C)C(=O)c2ccc(F)cc2)[C@@H]2C(=O)N(Cc3ccccc3)C(=O)[C@@H]21
    nt, 0%, nt, 5%, -1, 5%, nt, nt, nt
> O=C(CCS(=O)(=O)c1ccc(F)cc1)N1CCOCC1
    2, 5%, 5, 2%, -10, 0%, -0.3%, -13, 5

Some of the compounds tested; rates above refer to the full screens.
